High-throughput results as filed in PubChem BioAssay.
MRP-1 activ: H69AR viability gain despite doxorubicin, primary screen, MRP-1 activator project, H69AR cells, CellTiter-Glo. viability rescue. viability increase, % at 10 µM. hit rate 0.61% among 140,000. AID 799, 2007;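 active = viability gain under doxorubicin at or above a set limit, the compound median plus 3 SD, cut at about 4.7% in these data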;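 note: MRP-1 overexpressing cells given doxorubicin 25 µM after compound pretreatment; 18-22 h compound pretreatment then 72 h with doxorubicin before readout; 0% = doxorubicin-only wells and 100% = vehicle-treated cells without doxorubicin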
HCT116 PTEN-null: growth suppression of PTEN-null HCT116, primary screen, cell-based, CellTiter-Glo | hit rate 1.2% among 140,000 | AID 827, 2007 | viability, % at 10 µM | HCT116 PTEN-null viability, 60 h; hits give low values;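 active = viability at or below a set limit, 4 SD under the median of all tested compounds, cut at about 3.7% in these data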;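 note: PTEN knockout HCT116 line with beta catenin targeted HCT116 as companion control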
Measles CPE: compounds protecting cells from measles virus cytopathic effect, primary screen, measles RdRp inhibitor project, single point, MLSMR library, absorbance | AID 841, 2007 | Measles virus-infected cells, CPE protection | hit rate 1.5% among 140,000 | protection (pct of control), % at 4 µM; in the data active = protection mostly above about 24%, no sharp cut-off; inactive = mostly below about 26%; note: some compounds called inactive have numbers as strong as hits
Phagocyt inh: inhibitors of macrophage phagocytosis, primary screen, imaging, J774A.1 cells, IgG beads | J774A.1 macrophage IgG-bead phagocytosis | inhibition, % at 5 µM | hit rate 0.07% among 110,000 | AID 1029, 2008;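 active = inhibition above the mean of the plate negative controls plus 5 SD, cut at about 13% in these data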;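 note: phagocytic index as fraction of beads internalized from green versus red external bead signal; plate controls were DMSO negative control for no effect and cytochalasin-D positive control for full effect; some results beyond the cut were filed as inactive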
E-sel TNF inh: E-selectin induction blockers in HUVEC – imaging, immunofluorescence, high content, primary screen; HUVEC TNFa-induced E-selectin immunofluorescence; inhibition, % at 2 µM; hit rate 0.71% among 120,000; AID 1246, 2008;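 active = inhibition above the batch mean plus 3 SD, and confirmed as a hit on visual image review, cut at about 43% in these data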;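 note: 0% = TNF-stimulated DMSO wells and 100% = unstimulated control wells; not every result past the cut was called active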
Yeast lifespan up: compounds extending yeast replicative lifespan, primary screen, S. cerevisiae, OD615; S. cerevisiae growth with nicotinamide; deaD strain in restrictive glucose medium; inhibition of the nicotinamide effect, % at 10 µM; hit rate 0.68% among 130,000; AID 775, 2007;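 active = inhibition above a set limit, placed 3 SD over the median of all compounds, cut at about 26% in these data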;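 note: 0% = nicotinamide-treated wells and 100% = cells grown without nicotinamide; some compounds called inactive have numbers as strong as hits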
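Assay system: DeaD-strain S. cerevisiae. Medium: CSMM-D glucose medium, restrictive. Reagent: nicotinamide, 1.5 mM, co-present with compound. Compound: 10 µM single point, 0.25% DMSO. Schedule: culture preincubation 4 h, compound exposure 48 h, both 30 °C. Detection: absorbance at 615 nm.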
NPY-Y2 antag: NPY-Y2 receptor antagonists, primary screen, cell-based; Neuropeptide Y receptor type 2 (Homo sapiens), P49146; inhibition, % at 2.7 µM; NPY-Y2 expressing cells, antagonist mode; hit rate 0.99% among 140,000; in the data active = inhibition above about 17%;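 note: 0% = vehicle with agonist challenge and 100% = reference antagonist with challenge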
HCT116 bCat-KO: primary screen for growth suppressors in beta-catenin knockout HCT116 cells (colon tumor, human). HCT116 beta-catenin knockout viability, CellTiter-Glo, 60 h; hits give low values. viability, % at 10 µM. hit rate 1.5% among 140,000. AID 818, 2007;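 active = viability at or under a set limit, the compound median less 4 SD, cut at about 6% in these data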;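 note: 0% = Hyamine 1622 control at 20 µM and 100% = untreated cell control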
GALR2 antag: GALR2 antagonists in receptor-expressing cells, primary screen | antagonist mode | hit rate 0.39% among 140,000 | AID 828, 2007 | inhibition, % at 4 µM | Galanin receptor type 2 (Homo sapiens), O43603; in the data active = inhibition above about 27%;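 note: cells stimulated with galanin 1-16 at roughly its EC80; 0% = agonist challenge control and 100% = basal control without agonist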
Target sequence (O43603 whole entry, looked up): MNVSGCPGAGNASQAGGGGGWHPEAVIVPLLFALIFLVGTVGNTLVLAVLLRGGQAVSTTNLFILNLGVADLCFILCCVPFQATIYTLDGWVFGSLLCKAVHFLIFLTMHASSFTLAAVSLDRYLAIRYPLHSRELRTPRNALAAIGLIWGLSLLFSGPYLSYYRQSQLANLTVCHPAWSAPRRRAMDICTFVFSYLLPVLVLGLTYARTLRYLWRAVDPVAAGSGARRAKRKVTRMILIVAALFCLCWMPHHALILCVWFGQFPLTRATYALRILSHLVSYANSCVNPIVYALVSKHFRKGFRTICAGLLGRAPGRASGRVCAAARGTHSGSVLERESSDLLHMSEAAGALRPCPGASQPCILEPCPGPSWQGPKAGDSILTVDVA
Yeast growth inh: growth inhibitors of yeast BB579 in restrictive medium, primary screen, yeast lifespan-shortening project, S. cerevisiae | inhibition, % at 10 µM | hit rate 0.51% among 140,000 | OD615, 48 h;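 active = inhibition above a set limit, 3 SD over the mean compound inhibition, cut at about 44% in these data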; note: inactives centre near -24
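Test system: Saccharomyces cerevisiae DeaD strain BB579, replicative lifespan model yeast | Buffer or medium: Restrictive CSMM-D medium | Doses: One dose, 10 µM compound with 0.25% DMSO | Incubation: 48 h exposure, 30 °C | Detection: Culture absorbance at 615 nm | Control set: Amphotericin B at 10 µg/mL as positive control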
An asterisk follows results filed as active; / = no result given.

cpd	Molecule	MRP-1 activ	HCT116 PTEN-null	Measles CPE	Phagocyt inh	E-sel TNF inh
1	CC(CN1CCOCC1)OC(=O)c1cccs1 (stereo not given)	-0.9	100	2	0	12
2	O=C(NCc1cccs1)C1CCCN(S(=O)(=O)c2ccc3c(c2)OCO3)C1 (stereo not given)	-2.2	91	2	1	/
3	Cc1ccc(N2C(S)=C(C#N)C(=O)NC23CCCCC3)cc1	-1.7	74	12	4	/
4	Cc1csc(NC(=O)CSc2nnc(C)s2)n1	-3.7	98	14	0	-15
5	COc1ccc(C2CC2/C(=N/OC(=O)c2cccs2)c2ccccc2)cc1 (stereo not given)	0.9	106	12	-1	/
6	COc1ccc(C(=O)COc2ccccc2N2C(=O)C3C4C=CC(C4)C3C2=O)cc1 (stereo not given)	-0.5	102	8	-1	10
7	COc1ccc(N2CCN(Cc3nc4ccsc4c(=O)[nH]3)CC2)cc1	-0.3	104	8	/	6
8	Cc1cc(N/C=C/C(=O)c2ccc(Br)cc2)no1	-0.3	100	13	/	-13
9	COc1cccc(C(=O)NC(=S)Nc2ccc(N(C)C)cc2)c1	-1.9	95	8	-5	/
10	COC(=O)CSc1nnc(CNc2ccc(F)cc2)o1	-0.4	92	32	-1	0
11	COc1ccc(-n2c(SCc3nnc(-c4ccccc4)o3)nnc2-c2ccccc2)cc1	-3.6	91	5	/	-30
12	Cc1cccc(N(C(=O)CCC(=O)Nc2cc(C)on2)C(C(=O)NC2CCCC2)c2ccncc2)c1 (stereo not given)	-1.4	90	19	-1	/

cpd	Yeast lifespan up	NPY-Y2 antag	HCT116 bCat-KO	GALR2 antag	Yeast growth inh
1	-2	3	92	-2	-34
2	-3	5	95	4	-27
3	1	-2	68	11	-33
4	-2	0	99	13	-21
5	-14	12	96	-9	-50
6	-6	-2	100	10	-54
7	19	3	107	10	-90
8	/	4	80	0	-52
9	-8	3	92	-18	-1
10	-9	-3	94	4	-60
11	-7	5	86	14	-34
12	-12	1	97	-4	-14

Next results follow.
cpd	Molecule	MRP-1 activ	HCT116 PTEN-null	Measles CPE	Phagocyt inh	E-sel TNF inh
13	CCc1cc2c(=O)n(-c3ccccc3)c(=S)[nH]c2s1	-2.9	95	11	/	-3
14	CCN(CC)S(=O)(=O)c1cc([N+](=O)[O-])ccc1NNC(=O)Nc1ccc(Cl)c(Cl)c1	-4.8	1.0*	7	2	19
15	OCCN(Cc1ccccc1)Cc1ccc(F)c(F)c1	-1.6	87	4	-2	/
16	c1csc(-c2csc3ncnc(NCCCN4CCOCC4)c23)c1	-1.7	26	6	-5	14
17	COc1ccc2cnnc(SCC(=O)Nc3ccc(C(C)=O)cc3)c2c1OC	-1.4	102	14	-12	/
18	COC(=O)c1cc(OC)c(OC)cc1NC(=O)C(C)Sc1ccc(C)cc1 (stereo not given)	-0.6	88	1	0	3
19	O=C(NNC(=S)NC(=O)C12CC3CC(CC(C3)C1)C2)c1ccncc1	-1.8	16	3	0	28
20	Cc1cc(C)c(COc2ccc(/C=N/n3c(C)n[nH]c3=S)cc2)c(C)c1	-3.4	85	8	-9	/
21	O=C(CSCc1ccccn1)Nc1ccccc1	0.8	107	21	0	0
22	O=C(Nc1ccc2ccccc2c1)c1cccnc1	-2.0	94	8	0	/
23	Cn1c(=O)c2c(SCc3ccccc3)nc(-c3ccco3)nc2n(C)c1=O	-0.9	63	15	-1	1
24	COc1ccc(N=Cc2nc(-c3ccccc3)oc2OC(=O)c2ccccc2)cc1	1.8	105	21	-5	8
25	Cc1[nH]n(-c2cccc3ccccc23)c(=O)c1/C=N/c1sc2c(c1C#N)CCC2	-2.9	94	4	0	20

cpd	Yeast lifespan up	NPY-Y2 antag	HCT116 bCat-KO	GALR2 antag	Yeast growth inh
13	-4	0	89	3	-39
14	-3	-3	1.4*	1	-20
15	-1	0	87	-7	-43
16	-7	3	32	5	-16
17	1	-1	85	15	-5
18	-1	7	92	3	-42
19	-3	3	17	-4	74*
20	-2	3	66	-1	-23
21	-4	4	103	9	-43
22	-15	1	95	14	18
23	-9	5	73	4	-23
24	17	0	95	0	-25
25	-7	0	97	7	-10

An excerpt from above with just GALR2 antag:
cpd	molecule	GALR2 antag
14	CCN(CC)S(=O)(=O)c1cc([N+](=O)[O-])ccc1NNC(=O)Nc1ccc(Cl)c(Cl)c1	1
15	OCCN(Cc1ccccc1)Cc1ccc(F)c(F)c1	-7
16	c1csc(-c2csc3ncnc(NCCCN4CCOCC4)c23)c1	5
17	COc1ccc2cnnc(SCC(=O)Nc3ccc(C(C)=O)cc3)c2c1OC	15

Whole records as entered above. Screens in order: MRP-1 activ | HCT116 PTEN-null | Measles CPE | Phagocyt inh | E-sel TNF inh | Yeast lifespan up | NPY-Y2 antag | HCT116 bCat-KO | GALR2 antag | Yeast growth inh
COC(=O)c1cc(OC)c(OC)cc1NC(=O)C(C)Sc1ccc(C)cc1 (stereo not given) is listed with -0.6 | 88 | 1 | 0 | 3 | -1 | 7 | 92 | 3 | -42
COc1ccc(N=Cc2nc(-c3ccccc3)oc2OC(=O)c2ccccc2)cc1 is listed with 1.8 | 105 | 21 | -5 | 8 | 17 | 0 | 95 | 0 | -25
